Screening results (PubChem BioAssay)
EPAC2 ag = agonists of human EPAC2 (RAPGEF4); Potency, µM (highest dose often 154 µM), without a hit: at the highest dose activation, actives largely listed as activators; 360,000 tested, 0.079% active; AID 720711; Q8WZA2; EPAC2 activation, biochemical qHTS; response scale: 100% = 6.5 mM cAMP response; also: potency is read from the fitted curve at half-maximal effect; nearly all actives have a fitted effect of over 50% in size
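Compounds were titrated in qHTS against a Rap1B-BODIPY-GDP (250 nM) complex with EPAC2 (100 nM) and GDP (50 uM). BODIPY-GDP release tracked at 480/540 nm over 30 min at room temperature, normalized to 6.5 mM cAMP.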
DRD3 agonist = activates the human D3 dopamine receptor; max activation, %; D3R DiscoveRx beta-arrestin cells, luminescence, 90 min; 410,000 tested, 0.58% active; in the data active = max activation above about 30%; also: 0% is about no effect; mostly tested at two doses, the higher about 12 µM
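Agonist mode: compounds and dopamine controls were applied to plated cells for 90 min at 37 degrees C after an overnight attachment at 1500 cells/well. Luminescent read-out followed 30 - 60 minutes at room temperature with DiscoveRx detection reagent.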
CCT modulator = cytosolic chaperonin activity modulation; 360,000 tested, 0.3% active; AID 651819; activity change, % (no concentration beside the values), hits read low; purified chaperonin ATPase assay, HTRF ADP detection, 30 min; in the data active = activity change below about -30%; also: % is scaled to controls: 0 for no effect and ±100 for the full control effect
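Nucleotide hydrolysis assay: TRiC at 20–40 nM final (set by batch activity) with 10 uM ATP, 30 min at 37 °C, in presence of 76 uM compound. Detection by competitive ADP HTRF, 30 min ambient.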
Mm-Cpn inhibitor = blocks the Methanococcus maripaludis chaperonin Mm-Cpn. Potency, µM (doses to about 76.9 µM), without a hit: at the top dose activity, negative = inhibition, hits mostly inhibitors. purified Mm-Cpn ATPase, ADP Transcreener TR-FRET. 330,000 tested, 0.031% active; also: potency is read from the fitted curve at half-maximal effect; % is scaled to controls: 0 for no effect and ±100 for the full control effect; nearly all actives have a fitted effect of over 80% in size
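25 nM Mm-CPN + cpd, 10 min 37°C; + 10 uM ATP, 30 min 37°C; buffer 30 mM Tris pH 7.4, 100 mM KCl, 5 mM MgCl2, 1 mM DTT; Transcreener ADP HTRF detection 30 min RT.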
PTHR1 ag = agonists of human PTHR1 parathyroid hormone receptor | Q03431 | HEK293 GP2 PTHR1 cells, GloSensor cAMP luminescence, 1 h | Potency, µM (titrated, usually from 115 µM), for the others: at the top dose activation, most hits filed as activators | 410,000 tested, 0.075% active | AID 743266; also: potency is read from the fitted curve at half-maximal effect; nearly all actives have a fitted effect of over 55% in size; some results filed as inactive show a strong effect at the top dose; inactives centre near -15; many of its hits are not listed in these tables
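HEK-293-derived GP2 cells expressing PTHR1 and a GloSensor cAMP reporter, 3,000/well, plated overnight, given luciferin plus IBMX (each 0.5 mM as added) for 1 h at 37 °C, then compound for 1 h at 37 °C. Luminescence was read after 15 min at room temperature.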
EPAC2 antag = blocks human EPAC2 exchange factor. 360,000 tested, 0.18% active. Q8WZA2. Potency, µM (series often up to 114 µM), inactives show at the top dose activity, negative = inhibition, actives largely listed as inhibitors. EPAC2 GEF exchange of Rap1B-BODIPY-GDP, fluorescence; also: potency is read from the fitted curve at half-maximal effect; % is scaled to controls: 0 for no effect and ±100 for the full control effect; nearly all actives have a fitted effect of over 45% in size; many of its hits are not listed in these tables
DRD3 antagonist = antagonists of human D3 dopamine receptor. P35462. D3R cells, DiscoveRx beta-arrestin luminescence, antagonist mode; stronger effect = lower value. max response, negative = inhibition, %. 360,000 tested, 2.5% active. AID 652054; in the data active = max response below about -50%; inconclusive = no clear call, values can overlap the other calls; also: % is scaled to controls: 0 for no effect and ±100 for the full control effect; mostly tested at two doses, the higher about 12 µM
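Cells expressing the human receptor were seeded at 1500 cells/well, incubated overnight at 37 degrees C in 5% CO2, then exposed to library compounds with dopamine controls for 90 minutes at 37 degrees C before luminescent detection.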
pAkt inh = inhibitors of Akt phosphorylation | activity change, % for hits at 50 µM | Neuro2A IGF-stimulated pAkt S473 HTRF, 20 min; stronger effect = lower value | 360,000 tested, 0.32% active; in the data active = activity change below about -80%; inconclusive = mostly about -51% to -80%; also: % is scaled to controls: 0 for no effect and ±100 for the full control effect
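Single-point screen (50 µM final compound) in Neuro2A cells stimulated 20 min with 6 nM IGF at 37 deg C. After lysis, Ser473-phosphorylated Akt read by HTRF (ex 330 nm, em 615/665 nm) as the 665/615 ratio.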
The depositor's hits bear a star; i = inactive; ? = inconclusive; / = no result given; [ ] = remark or other dose. Unless noted, calls follow the shape of the dose curve; as a rule, active = well fitted curve in the direction sought with a large enough effect; inconclusive = small, poorly fitted or top-dose-only effect, or another doubt; inactive = no such curve, though single readings can be large; an effect the other way counts as inactive or inconclusive. This is a subset (hit frequency here may not be typical).

SMILES	EPAC2 ag	DRD3 agonist	CCT modulator	Mm-Cpn inhibitor	PTHR1 ag	EPAC2 antag	DRD3 antagonist	pAkt inh
O=C(Nc1ccc(N2CCOCC2)c(Cl)c1)c1cc(F)c(F)cc1Cl	5%	1	1.7	4%	-30%[inhibitor]	-2%	14	i
O=C(Cc1ccccc1)NNC1CC(=O)N(c2ccc(Oc3ccccc3)cc2)C1=O (stereo not drawn)	8%	0	1.0	-3%	-21%	-4%	5	i
C=CCn1c(O)c2ccc(C(=O)N=NC(=O)COc3ccc(OC)cc3)cc2c1O	0%	7	0.7	1%	i	7%	12	i
CSCC[C@H](N)C(=O)N1CCC(C(=O)N[C@@H](Cc2c[nH]c3ccccc23)C(=O)O)CC1	4%	3	-1.2	-8%	?	-5%	4	i
Cc1cccc(C)c1NC(=O)N1CC=C(n2c(=O)[nH]c3ccccc32)CC1	0%	-2	-0.6	0%	i	12%[57.1 µM]	0	i
CCc1nnc(NS(=O)(=O)c2ccc(N=Cc3c(C)[nH]n(-c4ccc(C)c(C)c4)c3=O)cc2)s1	-10%	8	-3.0	1%	-17%	0%	24	i
CCCCOCCCNC(=O)C[C@@H]1C[C@@]2(C(=O)OC)CC(C)(C)CC=C2N(CCc2ccc(OC)c(OC)c2)C1=O	-9%	7	/	/	i	-12%	2	i
NC(=O)N/N=C/c1cn(-c2ccccc2)nc1-c1cccs1	-6%	2	1.7	-7%	-3%	-3%	3	i
C=CCn1c(=O)c2c3c(sc2n2c(Nc4ccccc4)nnc12)CCCC3	10%	-1	-3.6	0%	-23%	-4%	29	i
CC1CN(c2oc(-c3ccco3)nc2C#N)CC(C)O1 (stereo not drawn)	-22%	-2	-0.3	-1%	-6%[57.5 µM]	6%[57.1 µM]	4	i
O=C(NCC(=O)N1CCCC(C(F)(F)F)C1)c1ccc(Br)o1 (stereo not drawn)	-5%	-7	-1.0	0%	i	11%	-25	i
O=C(O)Cn1nc(C(F)(F)F)c2c1CCCCC2	-17%	3	0.8	-6%	-2%[57.5 µM]	2%	9	i
Brc1ccc(COc2cccc3cccnc23)cc1	11%	-1	-2.7	/	-19%	?	-8	i
CN(C)C(=O)c1ccc(-c2nnc(OCc3nc4ccccc4n3C)c3ccccc23)cc1	2%	6	0.6	/	-4%	-3%	4	i
Cc1nccn1CCCN1C(=O)CNC1=S	3%	0	-3.3	1%	-3%	6%	-2	i
CCCC1=Nc2cc(C(=O)N3CCCC3)ccc2Sc2ccc(C)cc21	1%	6	2.9	1%	i	?	2	i
Cc1ccc(-c2nnc(-c3ccc4c(c3)OCO4)o2)cc1	1%	4	-4.6	-1%[15.4 µM]	-14%	3%	4	i
O=C(CSc1nc2c(c(=O)n1-c1ccc(Cl)cc1)SCC2)NCc1ccco1	2%	5	-0.2	/	i	-1%	11	i
Cc1ccc(S(=O)(=O)N(CC(O)CN2CCOCC2)c2cc(Cl)ccc2Cl)cc1 (stereo not drawn)	7%	-18	1.1	2%	i	-6%	-54*	i
CC(=O)c1c(C)[nH]c(C(=O)Nc2ccc(Cl)cc2)c1C	-6%	-20	0.9	2%	-24%	-19%	1	i
CCn1c(SCC(=O)NCCc2ccc(F)cc2)nnc1-c1cccs1	9%	-7	-3.0	3%	-16%[57.5 µM]	-1%	?	i
C=CCNc1nc2ccccc2nc1NS(=O)(=O)c1cccs1	-7%	2	-3.4	-1%	-26%[57.5 µM]	0%	?	i
CCOC(=O)c1cn(CC)c2ccc(S(=O)(=O)N3CCC(C)CC3)cc2c1=O	1%	-18	-2.0	-2%	i	0%	-29	i
CC(C)NC(=O)CN1C(=O)C(C)(C)Oc2ccc(C(=O)NC3CCCCC3)cc21	1%	-9	-3.2	0%	i	-1%	-8	i
O=C(N/N=C/c1cc([N+](=O)[O-])ccc1O)c1cccc(N2CCCC2=O)c1	7%	-11	-5.7	-1%	-17%	2%	-28	i

(continued)
SMILES	EPAC2 ag	DRD3 agonist	CCT modulator	Mm-Cpn inhibitor	PTHR1 ag	EPAC2 antag	DRD3 antagonist	pAkt inh
COc1cccc(CC(=O)Nc2ccc(S(=O)(=O)Nc3nccs3)cc2)c1	1%	-1	0.8	-15%	-12%	?	-12	i
CCCCCCCNC(=O)C1(CC2CC(c3cccc(Br)c3)=NO2)CCN(C(=O)c2cc(OCC)c(OCC)c(OCC)c2)CC1 (stereo not drawn)	0%	-6	-0.2	2%	-24%	6%	-11	i
O=C(NCC1CCCO1)c1ccc2c(c1)OCO2 (stereo not drawn)	11%	1	-3.6	1%	-12%[57.5 µM]	0%	3	i
CCOC(=O)CNC(=O)Cn1cnc2c(nnn2-c2cccc(OC)c2)c1=O	10%	0	-2.3	0%	0%	1%	3	i
COc1ccc(C(=O)NC2=Nc3ccccc3N=C(C)C2c2ccccc2)cc1 (stereo not drawn)	16%	-6	-0.4	-4%	-24%	-12%	4	i
O=C(Nc1ccn(CC(=O)N2CCN(c3ccccn3)CC2)c(=O)n1)OCc1ccccc1	16%	6	0.5	0%	i	-1%	-24	i
S=c1[nH]nc(-c2cc(-c3ccco3)[nH]n2)n1-c1ccccc1Cl	5%	-4	1.6	-1%	-82%[inhibitor]	1%	-52*	i
CC(C)C[C@@H]1CN(CCCC[C@H]2CNC(=O)C(=O)N2CCC2CCCCC2)C(=O)C(=O)N1CC1CCCCC1	6%	-8	0.2	/	0%	10%	0	i
CCc1nnc(NC(=O)c2ccc3c(=O)n4c(nc3c2)CCCCC4)s1	4%	-6	-1.0	-2%	-14%	-6%	-3	i
O=C(NCc1cccnc1)c1cccc(NC(=O)c2ccco2)c1	7%	-10	2.5	1%	-3%	13%	0	i
O=C(NCc1ccc(Cl)cc1)C(=O)NCC1OCCN1S(=O)(=O)c1ccc2c(c1)OCCO2 (stereo not drawn)	5%	4	-1.9	0%	-44%[inhibitor]	-8%	2	i
CCOC(=O)c1cccc(-n2c(C)cc(C=O)c2C)c1	19%	0	-0.2	4%	i	5%	-10	i
Cc1ccc(OCCC(=O)OCC(=O)Nc2cc(C)cc(C)c2)cc1	-6%	1	-2.8	-1%	-4%	-2%	-2	i
COCc1cc(C)nc(SC)c1C#N	8%	4	-1.0	-1%	i	-15%	-7	i
OCc1nnc2c3ccccc3c(-c3ccccc3)nn12	13%	-13	-4.1	-3%	-4%[57.5 µM]	0%	?	i
Cc1cc(NC(=O)COC(=O)Cn2c(C)csc2=O)ccc1Br	9%	-3	-1.3	1%	-22%	-7%	-14	i
CCOc1cc(C(=O)OCc2ccc(OC)cc2)ccc1OCC(=O)N1CCOCC1	8%	0	2.1	0%	-4%	-12%	14	i
O=C1/C(=C/c2cccnc2)CC/C1=C\c1cccnc1	-2%	-4	2.4	3%	-24%	9%	-2	i
Cn1c(O)c(/C=N/Nc2ccccc2)c(=O)n(C)c1=O	7%	3	-14	0%	i	4%	-1	i
CCOc1ccc(NC(=S)NC(=O)/C=C/c2ccc(C)cc2)c([N+](=O)[O-])c1	-1%	-2	0.7	-2%	-29%	3%	-6	i
CCN(CC(=O)NCc1cccnc1)S(=O)(=O)c1ccc(OC)cc1	8%	-1	-3.0	1%	-1%	2%	-15	i
CC(=O)c1ccc(NC(=O)CCOc2cc(C)ccc2C)cc1	7%	1	-1.3	-2%	-9%	-6%	-2	i
O=C1CCC([N+](=O)[O-])C(c2ccc(Cl)cc2Cl)N1 (stereo not drawn)	1%	-5	-0.7	0%	i	3%	-11	i
CC(C)NC(=O)c1cc(=O)n(C)c(=O)n1C	1%	-3	1.7	2%	-4%	19%	2	i
O=C(O)Cn1c(SCCOc2ccccc2)nc2ccccc21	-4%	4	-3.7	/	i	3%	21	i

Ordered by length of the SMILES (falling): three of the compounds above.
SMILES	EPAC2 ag	DRD3 agonist	CCT modulator	Mm-Cpn inhibitor	PTHR1 ag	EPAC2 antag	DRD3 antagonist	pAkt inh
O=C(NCc1ccc(Cl)cc1)C(=O)NCC1OCCN1S(=O)(=O)c1ccc2c(c1)OCCO2 (stereo not drawn)	5%	4	-1.9	0%	-44%[inhibitor]	-8%	2	i
CCN(CC(=O)NCc1cccnc1)S(=O)(=O)c1ccc(OC)cc1	8%	-1	-3.0	1%	-1%	2%	-15	i
O=C(O)Cn1c(SCCOc2ccccc2)nc2ccccc21	-4%	4	-3.7	/	i	3%	21	i

Reprinted at random: 4 records from the list
SMILES	EPAC2 ag	DRD3 agonist	CCT modulator	Mm-Cpn inhibitor	PTHR1 ag	EPAC2 antag	DRD3 antagonist	pAkt inh
O=C(CSc1nc2c(c(=O)n1-c1ccc(Cl)cc1)SCC2)NCc1ccco1	2%	5	-0.2	/	i	-1%	11	i
CCc1nnc(NC(=O)c2ccc3c(=O)n4c(nc3c2)CCCCC4)s1	4%	-6	-1.0	-2%	-14%	-6%	-3	i
C=CCn1c(=O)c2c3c(sc2n2c(Nc4ccccc4)nnc12)CCCC3	10%	-1	-3.6	0%	-23%	-4%	29	i
CC(=O)c1c(C)[nH]c(C(=O)Nc2ccc(Cl)cc2)c1C	-6%	-20	0.9	2%	-24%	-19%	1	i
